COUP-TFII inh – inhibitors of human COUP-TFII (NR2F2) | HEK293T NGFI-A luciferase reporter, luminescence | inhibition, % at 8.6 µM | 370,000 tested, 0.7% active | AID 686940;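 active means inhibition above a per-plate cutoff, mean inhibition of test wells between control levels plus 3 SD, cut at about 38% in these data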;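 further: cells cotransfected with COUP-TFII expression vector driving the NGFI-A reporter; 0% = median of COUP-TF2 test wells and 100% = reporter-only cells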
Target sequence (P24468 whole entry, looked up): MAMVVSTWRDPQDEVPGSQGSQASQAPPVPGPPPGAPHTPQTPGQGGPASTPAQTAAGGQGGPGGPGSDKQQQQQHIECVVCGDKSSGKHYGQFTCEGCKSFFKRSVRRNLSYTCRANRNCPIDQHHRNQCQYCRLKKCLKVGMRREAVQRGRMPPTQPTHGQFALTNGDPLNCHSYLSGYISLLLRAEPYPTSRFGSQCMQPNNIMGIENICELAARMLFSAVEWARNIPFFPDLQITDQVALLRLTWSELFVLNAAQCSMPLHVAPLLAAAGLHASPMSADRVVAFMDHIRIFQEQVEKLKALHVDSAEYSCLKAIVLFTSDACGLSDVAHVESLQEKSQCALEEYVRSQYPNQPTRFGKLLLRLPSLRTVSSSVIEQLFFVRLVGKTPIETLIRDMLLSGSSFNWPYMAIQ
TLR9-MyD88 inh – TLR9-MyD88 interaction inhibition; Q9NR96+Q99836; 340,000 tested, 0.21% active; CHO BLA complementation TLR9-MyD88, CCF4 FRET ratio; inhibition, % at 4.98 µM;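 active means inhibition above the mean over all tested compounds plus 3 SD, cut at about 21% in these data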;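 further: 0% = DMSO only wells and 100% = clavulanate BLA inhibitor control wells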
SRC3 inh – human NCOA3 inhibition; Q9Y6Q9; inhibition, % at 3.6 µM; HEK293 GAL4-SRC3 luciferase reporter, luminescence; 360,000 tested, 0.17% active; AID 588352;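 active means inhibition above a per-campaign cutoff, the mean of all compounds plus 3 SD, cut at about 60% in these data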;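 further: 0% = DMSO-treated cells and 100% = gossypol-treated cells at 36 µM; higher means less SRC3-driven luciferase light from the GAL4 reporter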
NR5A2 inv ag – suppresses constitutive activity of human LRH-1; O00482; HEK293T StAR-luciferase reporter, LRH-1 transfected, 24 h; inhibition, % at 3.6 µM; 360,000 tested, 0.13% active;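 active means inhibition above the mean inhibition of all tested compounds plus 3 SD, cut at about 73% in these data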;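 further: 0% = DMSO wells and 100% = reporter-only cells lacking LRH-1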
MC4R antagonist – antagonists of human melanocortin 4 receptor (MC4R); MC4R-expressing cells, MTII-stimulated cAMP, LANCE TR-FRET; P32245; 360,000 tested, 0.48% active; inhibition, % at 6.5 µM; AID 540295;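 active means inhibition above its plate's cutoff, the mean of tested wells on that plate plus 3 SD, cut at about 29% in these data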;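 further: 0% = Melanotan II alone and 100% = Melanotan II plus saturating MCL0020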
Target sequence (P32245 whole entry, looked up): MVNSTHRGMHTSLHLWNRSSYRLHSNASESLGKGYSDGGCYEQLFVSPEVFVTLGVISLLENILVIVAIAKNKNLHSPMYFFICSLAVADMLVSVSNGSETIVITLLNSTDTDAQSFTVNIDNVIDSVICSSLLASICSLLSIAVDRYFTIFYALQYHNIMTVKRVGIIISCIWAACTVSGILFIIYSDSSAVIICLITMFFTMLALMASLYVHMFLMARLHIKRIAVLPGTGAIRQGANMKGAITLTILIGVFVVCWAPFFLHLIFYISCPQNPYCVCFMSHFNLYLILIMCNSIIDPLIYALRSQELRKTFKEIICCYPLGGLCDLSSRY
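system = U2OS cells with stable human MC4R expression | also added = Melanotan II challenge after compound preincubation | dosing = one concentration, 6.5 µM nominal | incubation = compound 30 min, challenge 1 h, detection 1 h | measured by = TR-FRET with Eu-cAMP and labeled anti-cAMP, 671 nm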
MC4R ag barr – human MC4R agonism via beta-arrestin; P32245; U2OS MC4R beta-arrestin complementation, luminescence; percent of melanotan II response, DMSO zero; activation, % at 8.9 µM; 360,000 tested, 0.98% active; AID 540308;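 active means activation above a per-plate cutoff, the mean activation of sample wells on that plate plus 3 SD, cut at about 8% in these data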
LMP1 NFkB inh – reduces LMP1-driven NF-kappaB luciferase signal | inhibition, % at 12.5 µM | LMP1-induced NF-kappaB luciferase reporter cells, luminescence | 350,000 tested, 0.69% active | AID 504558; in the data active means inhibition above about 41%;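 further: 0% = neutral control wells and 100% = reference inhibitor control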
NOD2 RIPK2 PPI – blocks binding of human NOD2 to RIPK2 | CHO BLA complementation NOD2-RIPK2, CCF4 ratio | 360,000 tested, 0.38% active | inhibition, % at 4.98 µM | AID 624267; in the data active means inhibition above about 21%;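 further: 0% = vehicle only and 100% = reference blocker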
SRC2 inh – human SRC2 (NCOA2) inhibition; 370,000 tested, 0.17% active; inhibition, % at 9 µM; HEK293 GAL4-SRC2 luciferase reporter, luminescence; Q15596;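 active means inhibition above the mean inhibition of all tested compounds plus 3 SD, set per campaign, cut at about 52% in these data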;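 further: 0% = DMSO treated cells and 100% = cells given Gossypol at 36 µM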
ABHD5-PLIN5 inh – inhibitors of human ABHD5-perilipin-5 interaction; 360,000 tested, 0.78% active; Split G. princeps luciferase complementation, luminescence, 4 h; AID 602281; inhibition, % at 4 µM;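 active means inhibition above the mean inhibition across every tested compound plus 3 SD, cut at about 22% in these data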;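 further: 0% = DMSO only wells and the 100% control is not disclosed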
SRC1 inh – inhibitors of human steroid receptor coactivator 1 (SRC1); Q15788; HEK293 GAL4-SRC1 luciferase reporter, luminescence; inhibition, % at 3.6 µM; 360,000 tested, 0.12% active;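 active means inhibition above the campaign mean plus 3 SD, with each screening campaign given its own cutoff, cut at about 60% in these data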;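 further: 0% = DMSO treated cells and 100% = gossypol at 36 µM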
An asterisk follows results filed as active; · = no result given. Not all compounds are listed (hit frequency here may not be typical).

COUP-TFII inh	TLR9-MyD88 inh	SRC3 inh	NR5A2 inv ag	MC4R antagonist	MC4R ag barr	LMP1 NFkB inh	NOD2 RIPK2 PPI	SRC2 inh	ABHD5-PLIN5 inh	SRC1 inh	smiles
14.2	-11.0	0.5	9.8	-0.8	-2.4	-5.4	-0.1	9.1	2.9	-6.8	CN(CC(=O)NC1CC(C)(C)NC(C)(C)C1)S(=O)(=O)c1ccc(Br)cc1
3.9	7.5	13.4	-6.6	-2.7	0.4	-7.9	-0.6	10.4	1.6	-17.0	N=c1sccn1CC(=O)NCCc1ccc(Cl)cc1
-1.0	-3.6	1.3	27.2	7.8	-1.5	-5.7	-2.7	-11.2	-0.3	6.8	COc1ccc(NC(=O)CSc2nnc(CNc3ccc(F)cc3)o2)c(OC)c1
-5.6	·	-8.9	14.8	-2.8	1.4	·	-4.5	-32.3	9.8	4.2	O=C(CSc1nc2ccccc2c(=O)n1-c1ccc(F)c(Cl)c1)Nc1ccc2c(c1)CCC2
·	-6.2	1.4	1.5	10.7	-1.4	-3.0	-1.2	·	-1.1	7.4	Cc1ccc2c(C(=O)CN3CCC(C(N)=O)CC3)c(C)[nH]c2c1
-4.3	6.6	-2.7	-31.6	-6.8	3.3	-9.4	-5.3	-10.9	6.4	-1.1	COc1cccc(-c2nc(C=O)cs2)c1
18.0	-0.2	10.0	-2.9	-1.9	5.9	-6.9	8.1	-26.9	0.2	15.5	COc1cccc(C2=NN(C(=O)c3ccc(C)o3)C(O)(C(F)(F)F)C2)c1 (configuration not stated)
12.6	-3.2	2.6	-19.1	1.7	0.8	3.5	-3.9	5.2	-24.2	-45.9	O=C(COC(=O)c1ccccc1SCC(=O)N1CCCC1)Nc1ccc(OC(F)F)cc1
25.1	-9.3	18.9	4.2	-4.1	0.8	-0.3	-5.8	-18.3	10.2	-9.0	O=C(Nc1cccnc1Oc1ccc(Cl)cc1)c1cccc2ccccc12
15.9	8.6	7.8	13.0	19.1	-0.7	6.1	4.3	2.7	2.5	1.1	Cc1ccc(NC(=O)COc2ccc(CCO)cc2-n2nc3ccccc3n2)cc1C
-36.9	9.4	-56.6	-50.5	9.0	-0.6	1.2	-8.8	-31.7	0.0	-75.1	CC(=O)n1nc(-c2ccc(C)cc2)nc1NCc1ccco1
-2.1	-8.4	19.4	-0.2	11.0	-0.8	-4.5	-5.6	9.3	4.3	-5.4	Cc1ccc(NC(=O)Cn2ccnc2)cc1C
-10.9	14.3	8.3	3.1	7.7	-5.3	11.0	6.4	7.8	0.8	-7.7	O=C(OCc1nc2scc(-c3ccccc3)c2c(=O)[nH]1)c1ccco1
9.0	·	6.3	1.5	28.1	-0.7	6.5	4.3	11.5	-3.0	0.5	Cc1c(C(=O)NN)sc(-c2ccccc2)c1C#N
1.3	·	-5.2	-6.2	16.1	1.6	·	-0.1	22.3	-5.1	-3.1	CC1(Cc2ccc(F)cc2)C(=O)Nc2ccc(S(=O)(=O)NC3CCCCC3)cc21 (configuration not stated)
-2.6	1.1	14.6	-17.5	11.1	0.1	-3.6	-8.0	6.2	-6.8	5.4	c1ccc2c(c1)ccc1nnnn12
3.5	-11.6	-19.7	9.9	1.9	0.7	-8.7	-7.6	10.3	-5.4	-28.9	COc1ccc(NC(=O)c2ccc(N3CCCC3=O)cc2)cc1Cl
3.1	2.1	5.7	4.0	9.8	0.7	18.5	4.2	-2.4	-3.7	-16.7	CC(C)NC(=O)c1cc2cc([N+](=O)[O-])ccc2s1
7.0	2.2	19.1	-10.6	2.0	1.5	-5.0	0.3	-22.7	1.1	-2.4	CCOc1cc(C)nc(NCCc2ccc(OC)c(OC)c2)n1
13.1	-9.6	-8.3	5.2	1.7	-0.1	4.4	4.1	-10.8	-7.3	-29.2	O=C1C(=O)N(CCCO)C(c2ccc(Br)cc2)/C1=C(\O)c1ccc(Br)cc1 (configuration not stated)
-7.8	-15.1	-5.1	-4.7	2.5	0.2	1.6	-3.7	1.9	-0.2	9.8	C=CCOc1nc2c(c(=O)n(C)c(=O)n2C)n1C
-7.5	-8.1	-17.0	-26.1	12.4	0.6	9.2	4.9	-9.9	-5.4	3.4	c1ccc(COc2ccc(Oc3nc(N4CCCCC4)nc(N4CCOCC4)n3)nn2)cc1
1.3	2.0	12.6	-6.2	5.4	-0.3	5.9	5.0	16.3	-8.9	-29.4	Cc1ccc(S(=O)(=O)CCC(=O)Nc2cccc(S(=O)(=O)N3CCCCCC3)c2)cc1
7.4	10.6	3.0	6.6	2.9	-1.9	1.1	4.0	-32.4	4.1	13.5	CSCC[C@H](NC(=O)[C@H]1CC[C@H](CNC(=O)[C@@H]2CCCN2)CC1)C(=O)O
7.7	-9.9	-11.3	1.4	10.2	-1.7	-10.0	-2.1	8.5	2.2	-0.5	COc1ccc(NC(=O)c2cc(-c3ccc(OC)c(OC)c3)nc3ccccc23)c(OC)c1
3.5	-6.6	1.7	-7.7	1.4	-2.9	2.1	-14.0	-42.5	1.6	-17.8	Cc1cc(-c2ccc(C(C)C)c(S(=O)(=O)NCc3ccco3)c2)on1
6.5	2.2	2.5	4.5	4.5	-1.1	-3.4	-3.4	9.9	-2.9	-4.6	CCCCn1c(=O)c(-c2ccccc2)c(O)c2ccccc21
7.2	-4.8	18.7	-11.4	5.5	-2.8	-0.1	0.0	-1.4	0.3	-7.7	CN(c1ccccc1)S(=O)(=O)c1cccc(C(=O)Nc2ccc3c(c2)CCC3)c1
-0.6	-6.5	-5.2	3.9	11.7	-2.4	-2.5	1.0	-13.3	2.3	-25.9	COc1ccc(CC(=O)Nc2c3c(nn2C(C)(C)C)CS(=O)(=O)C3)cc1
0.3	-5.8	-13.9	10.0	-8.3	0.6	6.7	-3.0	-7.7	-0.8	-1.6	Cc1cc(C(=O)N/N=C/C=C/c2cccc([N+](=O)[O-])c2)n[nH]1

Taken from above.
Cc1cc(-c2ccc(C(C)C)c(S(=O)(=O)NCc3ccco3)c2)on1 in SRC2 inh is entered as -42.5
O=C(CSc1nc2ccccc2c(=O)n1-c1ccc(F)c(Cl)c1)Nc1ccc2c(c1)CCC2 in MC4R ag barr is entered as 1.4

Continuation:
COUP-TFII inh	TLR9-MyD88 inh	SRC3 inh	NR5A2 inv ag	MC4R antagonist	MC4R ag barr	LMP1 NFkB inh	NOD2 RIPK2 PPI	SRC2 inh	ABHD5-PLIN5 inh	SRC1 inh	smiles
5.7	1.2	11.3	-6.0	3.6	-1.2	5.3	-1.1	1.0	1.7	8.6	COc1cccc(C(=O)Nc2c3c(nc4c2CCC4)CCCC3)c1
10.6	·	·	23.6	·	·	·	8.2	-1.6	-11.2	·	COc1ccc(C(=O)c2[nH]c(N)c(C(=O)NCCc3c[nH]c4ccccc34)c2-c2ccc(C(F)(F)F)cc2)cc1
-8.7	0.3	21.7	1.7	2.8	-1.3	5.2	-4.0	-0.4	1.4	-9.2	CCN1CCCC(Sc2nc3c([nH]2)c(=S)n(C)c(=O)n3C)C1 (configuration not stated)
-2.5	-5.3	8.7	-10.8	4.5	-0.4	5.6	-11.3	-17.0	-8.7	-24.6	COc1ccc(S(=O)(=O)NCCC(C)C)cc1OC
0.5	5.2	11.2	-2.9	-0.3	1.1	-2.3	-0.6	-25.9	-6.8	-3.1	Cc1ccccc1OCCC(=O)OCC(=O)Nc1ccc(C)c(S(=O)(=O)N2CCCCC2)c1
1.3	-12.7	-27.0	-2.5	-5.5	-0.4	2.3	-1.6	23.3	-2.5	-14.0	O=C(Nc1ccc(Cl)c(Cl)c1)O/N=C/c1ccncc1
-20.3	-5.4	3.5	4.0	3.4	-0.5	-2.3	-3.9	3.9	5.1	-4.1	COc1ccc(NC(=O)CSc2nnc(-c3cccnc3)o2)cc1
16.9	-3.1	4.9	3.3	6.9	-0.5	3.6	-11.8	-22.1	-4.7	3.3	Cc1ccccc1C(=O)NC(=S)N(CCO)Cc1ccccc1
13.1	-24.2	-5.2	-10.6	6.3	0.3	-2.1	-6.8	-16.6	2.0	1.2	COc1ccc(OC)c(CN2CCN(Cc3cccc4ccccc34)CC2)c1
7.0	0.4	-11.1	-7.7	8.7	-1.1	-4.9	4.8	-3.3	-4.0	0.5	CC(=NCc1ccc2c(c1)OCO2)C1=C(O)c2ccccc2C1=O
-2.2	11.0	-5.7	-18.1	14.0	2.0	-12.8	-7.0	-3.6	2.4	-0.6	Cc1ccc(C(=O)NN2C(=O)C3C4C=CC(C4)[C@@H]3C2=O)cc1 (some centres not stated)
-21.9	-5.9	-5.4	30.4	-0.6	-0.4	10.0	-13.4	-47.9	3.1	-0.5	COc1ccc(CCNC(=O)CSc2nnc(-c3ccc(F)cc3)c3ccccc23)cc1OC
12.2	-9.3	23.1	3.3	9.6	3.9	-2.6	-4.0	8.8	-6.7	-1.2	OC(CNC1Cc2ccccc2C1)COc1ccc(Cl)cc1 (configuration not stated)
7.8	-6.4	14.6	-2.2	0.1	0.3	9.9	1.2	0.2	1.7	8.5	COCCCNCCCCOc1cccc(Br)c1
30.6	0.3	19.5	20.2	1.6	-0.6	17.6	3.5	-10.2	0.3	-0.1	Cc1ccc(NC(=O)C2CC(=O)N(Cc3ccccc3)C2)cc1S(=O)(=O)N1CCCCCC1 (configuration not stated)
8.4	1.1	8.5	-10.0	9.9	0.8	-9.7	-6.2	-18.9	4.3	-4.8	CC[C@H]1c2[nH]c3ccc(C(C)C)cc3c2[C@@H]2CCN3C(=O)CCC[C@H]1[C@H]23
5.5	0.2	-6.9	7.2	4.7	-1.3	-2.5	-7.3	-9.9	-0.4	0.1	CCN(CC)CCCNC(=O)C1CCCN(c2nnc(N3CCCC3=O)s2)C1 (configuration not stated)
-0.9	-5.4	4.8	24.7	2.2	-0.1	-0.5	-5.0	4.0	5.3	17.2	CCOC(=O)Cc1csc(NC(=O)C(NC(=O)C2CCC(C)CC2)C(C)C)n1 (configuration not stated)
-0.3	-7.0	-10.6	6.5	6.8	2.0	6.3	-0.1	11.3	-6.1	-12.9	COc1ccc(C2c3[nH]c4ccccc4c3CCN2C(=O)c2ccccc2C(C)=O)c(F)c1 (configuration not stated)
-10.9	-10.2	-9.8	-20.0	-4.2	-1.9	-1.3	-9.1	-29.0	-0.1	-60.4	Oc1ccc(-c2cn3c(n2)SCC3)cc1
-7.2	0.6	-4.6	-9.6	9.6	4.4	-1.5	-0.2	-30.8	0.4	-3.9	Cc1ccc(CNS(=O)(=O)c2ccc(Cl)s2)cc1
12.6	4.9	26.6	-3.9	3.3	-0.1	10.6	1.0	14.2	0.3	-1.8	Cc1csc(NC(=O)C2CCN(S(=O)(=O)c3ccccc3F)CC2)n1
0.3	-1.4	-9.1	22.2	4.4	-0.3	5.4	-3.8	3.5	1.4	6.6	CC(C)C(=O)N1CCC2(CC1)Oc1ccc(F)cc1C(=O)C21CC(c2ccccc2)=NO1 (configuration not stated)

Screens from PubChem.
